BLM helicase inh: inhibitors of human Bloom syndrome helicase BLM | P54132 | recombinant BLM DNA unwinding, fluorescence dequenching | Potency, µM (series often up to 56.1 µM), for the others: at the highest dose activity change, negative = inhibition, hits mostly inhibitors | 350,000 tested, 0.2% active | AID 2528;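 also: potency is read from the fitted curve at half-maximal effect; plate controls were vehicle for no effect and no enzyme for full effect; nearly all actives have a fitted effect of over 35% in size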
Pol kappa inh: DNA polymerase kappa (human) inhibition; purified Pol kappa, fluorescent DNA synthesis assay, 10 min; Q9UBT6; 400,000 tested, 0.53% active; Potency, µM (highest dose often 107 µM), without a hit: top-dose activity, negative = inhibition, hits mostly inhibitors; also: potency is read from the fitted curve at half-maximal effect; % is scaled to controls: 0 for no effect and ±100 for the full control effect
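First, compounds were pin-transferred onto 10 nM Pol kappa. After 15 min at room temperature, substrate was added to 50 nM final. Fluorescence was then measured kinetically at 0 and 10 min.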
Apoferritin bind: binds horse apoferritin like a general anesthetic | P02791 | apoferritin/1-aminoanthracene competitive binding, fluorescence | Potency, µM (doses to about 77.5 µM), for inactives: at the highest dose activity change, negative = displacement, actives largely listed as inhibitors | 350,000 tested, 0.074% active | AID 485281; also: potency is read from the fitted curve at half-maximal effect; % is scaled to controls: 0 for no effect and ±100 for the full control effect; nearly all actives have a fitted effect of over 20% in size
Target sequence (P02791 2-175 limits assumed): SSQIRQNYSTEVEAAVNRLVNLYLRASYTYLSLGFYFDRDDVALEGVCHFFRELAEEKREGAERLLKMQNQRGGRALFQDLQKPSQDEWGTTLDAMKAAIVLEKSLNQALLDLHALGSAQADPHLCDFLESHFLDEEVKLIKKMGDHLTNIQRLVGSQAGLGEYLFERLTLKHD
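Probe: 1-aminoanthracene (50% saturated, PBS). Protein: horse-spleen apoferritin, 10 uM. Incubation: 10 min, room temperature. Detection: 380 nm excitation, 535 nm emission. Analysis: normalized response, four-parameter Hill.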
APE1 inh: inhibitors of human APE1 endonuclease; AID 2517; P27695; recombinant APE1, TAMRA/BHQ-2 abasic DNA cleavage fluorescence; Potency, µM (titrated, usually from 65.8 µM), for inactives: top-dose activity change, negative = inhibition, most hits filed as inhibitors; 350,000 tested, 0.35% active;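 also: potency is read from the fitted curve at half-maximal effect; plate controls were vehicle for no effect and reference inhibitor for full effect; nearly all actives have a fitted effect of over 55% in size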
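Compound pre-exposure to 0.75 nM APE1, 15 min at ambient temperature. Reaction initiated with 50 nM TAMRA/BHQ-2 THF substrate, read immediately in kinetic mode, 525 nm excitation, 598 nm emission.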
Pol eta inh: inhibitors of human DNA polymerase eta; Potency, µM (series often up to 114 µM), for inactives: at the highest dose activity change, negative = inhibition, usual class: inhibitors; 390,000 tested, 1.2% active; recombinant Pol eta, fluorescent DNA replication assay; AID 588591; Q9Y253; also: potency is read from the fitted curve at half-maximal effect; % is scaled to controls: 0 for no effect and ±100 for the full control effect
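Pol eta at 10 nM preincubated with compounds 15 min at room temperature; reaction started with fluorescent substrate (50 nM final) and read kinetically at 0 and 10 min.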
RXFP1 antagonist: blocks the human relaxin receptor RXFP1; Q9HBX9; HEK293-RXFP1, relaxin-stimulated cAMP HTRF, 30 min; stronger effect = lower value; activity change, negative = inhibition, % at 57.5 µM; 350,000 tested, 0.59% active; AID 1259400;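 active = activity change of -60% or lower, but not beyond a set lower limit; inconclusive = change between -60% and -40%, or beyond the set limit; inactive = change above -40%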; also: % is scaled to controls: 0 for no effect and ±100 for the full control effect
Tb PGK inh: blocks T. brucei phosphoglycerate kinase. P07378. PGK/GAPDH coupled, Kinase-Glo luminescence, 60 min. Potency, µM (highest dose often 57.5 µM), without a hit: at the top dose activity change, negative = inhibition, actives largely listed as inhibitors. 380,000 tested, 0.043% active. AID 602233; also: potency is read from the fitted curve at half-maximal effect; % is scaled to controls: 0 for no effect and ±100 for the full control effect; nearly all actives have a fitted effect of over 60% in size
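Luminescent ATP detection (Kinase-Glo Plus) follows a 60-minute room-temperature incubation, with wells lacking PGK as controls. Buffer: 100 mM TEA (pH 7.6), 5 mM MgCl2, 0.01% Tween-20. Coupling enzyme GAPDH (100 nM final) supplies unstable 1,3-BPG in-well.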
POLB inh: blocks human DNA polymerase beta activity; P06746; Pol beta primer extension/strand displacement, fluorescence kinetic; Potency, µM (doses to about 114 µM), for the others: top-dose activity change, negative = inhibition, actives largely listed as inhibitors; 340,000 tested, 1.3% active; AID 485314; also: potency is read from the fitted curve at half-maximal effect; % is scaled to controls: 0 for no effect and ±100 for the full control effect
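Values derive from four-parameter Hill fits of normalized kinetic data: reads at 0 and 10 min following addition of 50 nM substrate to 10 nM Pol beta preincubated 15 min with compound.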
Pol iota inh: inhibitors of human DNA polymerase iota. Q9UNA4. Pol iota fluorescent replication assay, 10 min. Potency, µM (top dose mostly 115 µM), for the others: at the top dose activity, negative = inhibition, hits mostly inhibitors. 390,000 tested, 1% active. AID 588590; also: potency is read from the fitted curve at half-maximal effect
Target sequence (Q9UNA4 whole entry, looked up): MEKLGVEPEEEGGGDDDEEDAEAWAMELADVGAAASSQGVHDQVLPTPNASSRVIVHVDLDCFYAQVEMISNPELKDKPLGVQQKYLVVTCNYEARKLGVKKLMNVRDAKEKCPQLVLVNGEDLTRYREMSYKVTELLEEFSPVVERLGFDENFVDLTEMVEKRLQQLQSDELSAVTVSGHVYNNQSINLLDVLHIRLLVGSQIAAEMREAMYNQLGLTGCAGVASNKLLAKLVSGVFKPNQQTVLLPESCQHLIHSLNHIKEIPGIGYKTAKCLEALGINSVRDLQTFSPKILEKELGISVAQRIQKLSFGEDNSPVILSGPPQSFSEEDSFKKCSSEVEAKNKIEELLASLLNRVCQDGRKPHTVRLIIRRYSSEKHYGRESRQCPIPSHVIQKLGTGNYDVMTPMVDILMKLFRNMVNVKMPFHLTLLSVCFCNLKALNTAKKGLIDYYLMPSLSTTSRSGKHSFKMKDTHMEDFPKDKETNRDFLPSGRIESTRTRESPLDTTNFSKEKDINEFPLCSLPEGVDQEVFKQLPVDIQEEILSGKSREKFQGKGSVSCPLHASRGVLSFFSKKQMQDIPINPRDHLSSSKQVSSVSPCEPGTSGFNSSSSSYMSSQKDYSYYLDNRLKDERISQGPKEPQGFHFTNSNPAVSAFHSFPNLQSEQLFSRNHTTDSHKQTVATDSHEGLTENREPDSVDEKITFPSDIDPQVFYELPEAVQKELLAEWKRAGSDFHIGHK
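Fluorescent replication assay read twice, at 0 min and 10 min after adding 50 nM (final) substrate. Enzyme (10 nM) and compounds were first incubated 15 min at room temperature; enzyme-free buffer wells were negative controls.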
An asterisk follows results filed as active; i = inactive; ? = inconclusive; . = no result given; [ ] = dose if it differs, or a comment. Unless noted, calls follow the shape of the dose curve; as a rule, active = well fitted curve in the direction sought with a large enough effect; inconclusive = small, poorly fitted or top-dose-only effect, or another doubt; inactive = no such curve, though single readings can be large; an effect the other way counts as inactive or inconclusive.

SMILES | BLM helicase inh | Pol kappa inh | Apoferritin bind | APE1 inh | Pol eta inh | RXFP1 antagonist | Tb PGK inh | POLB inh | Pol iota inh
CCOC(=O)CC1(NC(=O)C2CCC(=O)N(Cc3ccccc3F)C2)CCCCC1 (stereo not drawn) | 2% | -17% | 5% | 2% | 3% | 17 | -1% | ? | 32%[activator]
NNC(=O)CNC(=O)c1ccc(F)cc1 | 0% | -7% | ? | 3% | -18% | -7 | -7% | 4% | 92%[activator]
O=c1nc2sc3ccccc3n2c(=O)n1-c1ccc(Cl)cc1 | -10% | 0% | -7% | -1% | -10% | 1 | -6% | -8% | 72%[activator]
CCn1c(C)nc2cc(S(=O)(=O)C(F)F)ccc21 | 1% | -20% | -12% | -5% | -5% | 0 | -4% | 1% | 9%
CCN(C[C@H]1N[C@@](C)(C(=O)OC)[C@H]2C(=O)N(Cc3ccccc3)C(=O)[C@@H]12)C(=O)C1CCCCC1 | . | -11% | . | 6% | -10% | . | 10% | . | -12%
Cc1ccc(C)c(NC(=O)C2CCN(c3ncnc4c3nc3n4CCCCC3)CC2)c1 | 0% | -1% | -19% | . | -13% | -8 | -5% | 0% | 12%
Cc1ccc(OCc2ccc(C(=O)O)o2)cc1C | -7% | -7% | 12% | -4% | 5% | 3 | -5% | 29% | -22%
O=C(NCCc1cnn(-c2ccccc2)c1)c1cc(COc2c(F)cccc2F)on1 | -5% | -19% | -19% | ? | -1% | -2 | -7% | ? | 15%
CCc1ccc(-c2[nH]c3c(c2-c2c(-n4cccc4)n(C)c(=O)[nH]c2=O)c(=O)[nH]c(=O)n3C)cc1 | 0% | -5% | 0% | . | -12% | . | i | -2% | -26%
Cc1noc(C)c1S(=O)(=O)N(CCc1ccccc1)Cc1ccccc1 | -10% | -21% | 39%[activator] | 0% | -19% | 4 | -5% | 23% | 7%
c1ccc2c(c1)oc1c(Nc3ccc(CN4CCOCC4)cc3)ncnc12 | 41%[activator] | -7% | ? | -5% | -4% | -28 | -2% | -28% | 2%
Cc1nnc(SCC(=O)N2CCN(c3cccc(Cl)c3)CC2)n1C1CC1 | . | 0% | . | 13% | -1% | 4 | -7% | . | 18%
CNC(=S)N/N=C/c1c(C(=O)OC)cnn1-c1ccc(F)cc1F | -3% | -5% | 0% | -2% | -18% | -24 | -7% | 16% | 14%
O=C(CSc1ccc(F)cc1)Nc1ccc2c(c1)C(=O)NC2=O | -4% | 16% | -1% | -3% | -2% | -5 | i | 5% | 40%[activator]
COc1cccc(-c2cc(C(=O)NC3CCCC3)no2)c1 | -4% | 5% | -11% | 12% | -4% | . | i | 25% | 23%
CC(=O)NNC(=O)c1cc2sccc2s1 | -6% | -12% | 3% | -2% | 1% | 10 | -7% | ? | 66%[activator]
C=CCOc1ccccc1/C=N/NC(=O)c1ccc(Cl)cc1Cl | -2% | -6% | 7% | 1% | -16% | -8 | -2% | -24% | -12%
CCCC(O)(c1ccc(Cl)cc1)C(CN1CCOCC1)c1ccccc1 (stereo not drawn) | -7% | 5% | -4% | -1% | -26% | . | -2% | 7% | 15%
CC(=O)c1ccc(NC(=O)CSc2nc3nc(C)cc(C)n3n2)cc1 | -2% | 8% | -3% | -2% | -13% | -22 | -1% | 1% | 8%
COC(=O)[C@H](CCSC)NC(=O)Nc1ccc(OC)cc1 | -1% | -5% | -8% | 0% | -4% | -8 | 1% | 1% | 15%
CCOC(=O)c1ccc(NC(=O)c2nc[nH]c2C(=O)NC2CCN(C(=O)OC(C)(C)C)CC2)cc1 | -1% | -10% | -1% | 2% | -9% | . | 8% | 12% | 17%
CCOc1ccc(Br)cc1S(=O)(=O)N1CCSC1 | 1% | -3% | -8% | -6% | -7% | -9 | -10% | 15% | 136%[activator]
Cc1ccc(C(=O)NCCc2n[nH]c(=S)n2C)cc1 | -4% | -9%[60.1 µM] | -5% | 0% | -2% | -6 | -4% | ? | -7%
C/C(=C/C#N)Nc1ccc(C)cc1 | -1% | -10% | -6% | -5% | -4% | 4 | -10% | 1% | 19%
O=C(N/N=C/c1c(F)c(F)c(F)c(F)c1F)c1ccc(Cn2cc(Br)cn2)o1 | -13% | -6% | -11% | -12% | -2% | 0 | i | -26% | ?

3 successive entries out of the list so far, for reference:
SMILES | BLM helicase inh | Pol kappa inh | Apoferritin bind | APE1 inh | Pol eta inh | RXFP1 antagonist | Tb PGK inh | POLB inh | Pol iota inh
CCOC(=O)CC1(NC(=O)C2CCC(=O)N(Cc3ccccc3F)C2)CCCCC1 (stereo not drawn) | 2% | -17% | 5% | 2% | 3% | 17 | -1% | ? | 32%[activator]
NNC(=O)CNC(=O)c1ccc(F)cc1 | 0% | -7% | ? | 3% | -18% | -7 | -7% | 4% | 92%[activator]
O=c1nc2sc3ccccc3n2c(=O)n1-c1ccc(Cl)cc1 | -10% | 0% | -7% | -1% | -10% | 1 | -6% | -8% | 72%[activator]

More structures:
SMILES | BLM helicase inh | Pol kappa inh | Apoferritin bind | APE1 inh | Pol eta inh | RXFP1 antagonist | Tb PGK inh | POLB inh | Pol iota inh
CCOC(=O)C1=CN(Cc2ccc(Br)cc2)S(=O)(=O)N(C)C1C (stereo not drawn) | . | -1% | . | 16% | -4% | . | -6% | . | -19%
CN1CCN(C(=O)/C=C/c2ccc(C#N)cc2)CC1 | -1% | -9% | 2% | 34% | -13% | -10 | -7% | -2% | 113%[activator]
O=C(NCCc1ccc(Cl)cc1)c1ccc2nc[nH]c2c1 | -1% | -4% | -1% | ? | 6% | -18 | -1% | -14% | 84%[activator]
C/C(=N\Nc1c(Cl)c(Cl)nc(C(=O)O)c1Cl)c1ccc(O)cc1 | 1% | -12% | 1% | 78%[activator] | ? | -16 | -1% | -11% | ?
Cc1ccc(C(=O)O)cc1S(=O)(=O)NCC1CCCO1 (stereo not drawn) | -3% | -17% | -4% | -2% | -9% | 4 | -1% | 5% | -10%
O=C(COC(=O)c1ccco1)Nc1cc(S(=O)(=O)N2CCOCC2)ccc1Cl | . | -5% | . | -1% | 0% | -8 | -3% | . | 7%
COc1ccccc1N1CCN(C(c2cccs2)C(C)NC(=O)C(=O)N2CCOCC2)CC1 (stereo not drawn) | -2% | -7% | -4% | 19% | -4% | 14 | -9% | 13% | 2%
CC1CCCC(NC(=O)COC(=O)c2ccccc2NC(=O)c2ccco2)C1C (stereo not drawn) | -5% | -13% | -7% | 5% | ? | -9 | 0% | 15% | 15%
CCn1c(/C=C/c2ccccc2[N+](=O)[O-])nc2ccccc2c1=O | -8% | -14% | -19% | -5% | 0% | 8 | 10% | 2% | ?
COC(=O)c1ccc(NC(=O)C2CCCCC2C(=O)O)cc1 (stereo not drawn) | -1% | 3% | -7% | -1% | -6% | -6 | 0% | 4% | 9%
Cc1nn(C)cc1C(=O)Nc1cc(Oc2ccc(Cl)cc2)cc([N+](=O)[O-])c1 | -6% | 0% | -13% | 5% | -13% | -12 | 1% | 7% | -12%
Cc1cccc(NC(=O)CSc2nc3ccc(NC(=O)c4ccco4)cc3s2)c1 | -13% | -6% | -6% | . | ? | . | -5% | ? | ?
Cc1ccccc1NC(=O)c1ccccc1NC(=O)Cc1cccc2ccccc12 | 3% | -4% | -9% | 35%[activator] | 1% | 15 | i | 2% | -15%
CCOc1ccc(-c2cc3c(=O)n(Cc4nc(-c5ccc(OC(C)C)cc5)oc4C)ccn3n2)cc1Cl | -3% | -22% | 3% | . | -5% | . | -5% | 1% | 48%[activator]
Cn1cnc(S(=O)(=O)NC2CCN(Cc3c(F)cccc3Cl)CC2)c1 | -1% | -14% | -4% | 28% | -2% | -6 | 3% | -30% | 11%
CC(C)C(c1nnnn1C1CCCC1)N1CCC(C(N)=O)CC1 (stereo not drawn) | -2% | -18% | -3% | 1% | 2% | -1 | -1% | -7% | -5%
CCOc1ccccc1NC(=O)Cn1ncc2c(=O)oc3ccc(C)cc3c21 | -5% | -13% | -8% | . | -18% | -5 | -7% | 11% | 15%
Nc1nccc(-c2nn(-c3ccc(Cl)cc3)ccc2=O)n1 | -9% | 4% | -7% | 21% | 4% | -10 | -7% | 12% | 17%
CCOC(=O)c1ccccc1NC(=O)COC(=O)CSc1ccccc1 | . | -21% | . | -12% | -11% | -9 | 0% | . | 15%
COc1ccc(/C=C2\C(=O)N(c3c(Cl)cc(Cl)cc3Cl)N=C2NC(=O)c2cccc([N+](=O)[O-])c2)cc1 | -9% | -37% | 0% | 6% | ? | . | -8% | 16% | ?
CCCCn1c(N)c(N(CCOC)C(=O)C2CCN(S(=O)(=O)c3ccc(Cl)cc3)CC2)c(=O)[nH]c1=O | -5% | -2% | -2% | 17% | -22% | -2 | i | 11% | 31%[activator]
CCOc1ccc(N(CC(=O)Nc2ccc(F)cc2F)S(=O)(=O)c2c(C)[nH]c(=O)[nH]c2=O)cc1 | 1% | -8% | -2% | . | -10% | 1 | 8% | 12% | 8%
CCOC(=O)N1CCN(C(=O)N2CCOCC2)CC1 | 0% | -3% | 1% | -1% | 1% | -11 | i | -1% | 54%[activator]
Cc1c(C(C)CCCO)oc(=O)c2c1Oc1c(C)c(C(C)C[C@@H](C)O)oc(=O)c1C2 (stereo partly drawn) | . | 4% | . | 29% | -24% | . | 12% | . | 17%
Cc1ccc(-n2c(SCC(N)=O)nnc2-c2ccccn2)cc1C | 0% | -4% | -10% | 4% | 4% | 4 | -9% | -2% | 8%
Fc1cccc(/C=N/Nc2ccc(Cl)nn2)c1 | -10% | -9% | 0% | -3% | 5% | -11 | 9% | 4% | 18%
CS(=O)(=O)c1cccc(C(=O)OCC(=O)Nc2ccc3c(c2)OCO3)c1 | . | -14% | . | 25% | -8% | -4 | 4% | . | 27%
Cc1ccc(/C=N/NC(=O)c2cccc(NC(=O)c3ccccc3C)c2)o1 | 0% | -5% | -7% | -3% | -15% | -23 | -10% | 18% | 51%[activator]
NC(=O)N1CCN(C(=O)c2ccco2)CC1 | 0% | 0% | -6% | -7% | 3% | -11 | -5% | 12% | 16%
Cc1ccc(CNC(=O)Nc2ccccc2)c(C)c1 | -3% | -9% | -5% | 37% | 1% | 5 | 9% | 1% | 23%

Compound activity as filed in PubChem BioAssay.

The list is partial; rates above refer to the full screens.
